OX1R FRET antag: antagonists of human orexin 1 receptor (OX1R); O43613; OX1R-expressing cells, FRET antagonist read-out; inhibition, % at 6.6 µM; 1.8% of 330,000 active; in the data active = inhibition mostly above about 38%, no sharp cut-off; inactive = mostly below about 40%;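 also: 0% = agonist challenge alone and 100% = reference antagonist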
Target sequence (O43613 whole entry, looked up): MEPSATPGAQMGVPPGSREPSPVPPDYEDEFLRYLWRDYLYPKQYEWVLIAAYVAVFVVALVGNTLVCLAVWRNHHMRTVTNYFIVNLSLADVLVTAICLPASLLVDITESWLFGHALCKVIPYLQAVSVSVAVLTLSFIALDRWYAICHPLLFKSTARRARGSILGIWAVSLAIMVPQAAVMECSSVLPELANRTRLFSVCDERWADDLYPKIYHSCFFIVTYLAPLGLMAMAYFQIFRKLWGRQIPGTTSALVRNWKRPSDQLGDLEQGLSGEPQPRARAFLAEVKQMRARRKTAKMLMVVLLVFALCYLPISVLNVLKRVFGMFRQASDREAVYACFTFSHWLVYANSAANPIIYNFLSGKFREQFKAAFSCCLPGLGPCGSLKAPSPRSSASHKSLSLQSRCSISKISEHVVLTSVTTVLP
KCNQ2 block: KCNQ2 channel blockers in CHO-K1 cells – cell-based, FluxOR thallium flux, B-score, primary screen (AID 2156). O88943. 20 min; hits give low values. B-score at 10 µM. 1.1% of 310,000 active;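 active = fluorescence ratio B-score at most minus 3 library SDs, with starting brightness B-score within 2 library SDs, cut at about -5.5 in these data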
STK33 inh: blocks human STK33 kinase activity; Q9BYT3; purified STK33, MBP phosphorylation, ADP-Glo luminescence; inhibition, % at 10 µM; 0.073% of 320,000 active; AID 2661;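 active = inhibition at or above 25%, using the most active replicate where run in duplicate; inactive = inhibition below 25%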
Target sequence (Q9BYT3 whole entry, looked up): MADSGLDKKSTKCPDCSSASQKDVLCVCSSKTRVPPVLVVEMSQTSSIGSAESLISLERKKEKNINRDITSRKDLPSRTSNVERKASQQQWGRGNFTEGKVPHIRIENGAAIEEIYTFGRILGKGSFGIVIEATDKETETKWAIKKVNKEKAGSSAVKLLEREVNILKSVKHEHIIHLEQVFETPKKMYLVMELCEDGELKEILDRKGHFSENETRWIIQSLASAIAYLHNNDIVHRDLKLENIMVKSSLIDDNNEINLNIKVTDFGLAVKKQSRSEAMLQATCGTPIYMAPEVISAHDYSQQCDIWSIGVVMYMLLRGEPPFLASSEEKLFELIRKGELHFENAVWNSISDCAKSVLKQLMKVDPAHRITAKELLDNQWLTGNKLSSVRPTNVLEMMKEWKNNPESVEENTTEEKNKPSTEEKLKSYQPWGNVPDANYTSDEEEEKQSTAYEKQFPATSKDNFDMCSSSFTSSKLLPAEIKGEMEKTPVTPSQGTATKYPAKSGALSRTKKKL
* hit, by the source's call; i = inactive; . = no result given.

canonical_smiles	OX1R FRET antag	KCNQ2 block	STK33 inh
O=C(COC(=O)/C=C/c1cccc(F)c1)Nc1cccc(S(=O)(=O)NC2=NCCCCC2)c1	2	.	0.1
CC1CCCC(C)N1C(=O)COC(=O)c1c[nH]c2ccccc12 (stereo not given)	9	.	0.3
COc1cccc(C(=O)C2CCCN(Cc3cccc(OCCO)c3)C2)c1 (stereo not given)	12	i	-1.8
CC(=O)N1CCc2cc(Br)cc(S(=O)(=O)NCCCN3CCC(C)CC3)c21	7	.	-1.6
CCN(CC)Cc1cc(NC2=NS(=O)(=O)c3ccccc32)ccc1OC(=O)c1ccccc1	11	i	-2.6
CN1CCCC(OC(=O)c2cc(Cl)cc(Cl)c2)C1 (stereo not given)	10	i	-2.0
COc1cccc(N=Cc2nc(-c3ccccc3)oc2OC(C)=O)c1	9	i	0.0
CC1CC(C)CN(C(=O)CSc2n[nH]c(N)n2)C1 (stereo not given)	6	.	-0.9
CCCN(CC(=O)Nc1ccc(F)c(F)c1F)Cc1cc(=O)n2ccsc2n1	23	i	-0.2
COC(=O)C1=NNC2(c3ccc(C)cc3)C(=O)N(c3cccc(C)c3C)C(=O)C12 (stereo not given)	6	i	1.0
Cc1c(OCC(=O)NCCCN2CCCC2=O)ccc2c3c(c(=O)oc12)CCC3	17	i	1.6
Cc1cc2nnc(SCC(=O)Nc3cccc(S(=O)(=O)N4CCOCC4)c3)n2c2ccccc12	16	i	-0.1
CCCn1c(CCl)nc2cc(S(=O)(=O)N3CCOCC3)ccc21	12	.	14
O=C1C(=O)N(c2ccccc2)C(c2ccccc2[N+](=O)[O-])/C1=C(\O)c1ccccc1 (stereo not given)	20	i	-0.3
CCNC(=O)CSc1nnc(-c2ccccc2Br)n1-c1cccc(C(F)(F)F)c1	8	i	1.1
Cc1cc2c(cc1C)C(c1ccccc1Br)CC(=O)N2 (stereo not given)	8	i	-1.4
Cn1c(SCC(=O)Nc2ncc(C(F)(F)F)cc2Cl)nnc1-c1ccc(Cl)cc1	17	i	-2.0
CN(C)CCCN(C(=O)c1ccco1)c1nc2c(F)cc(F)cc2s1	7	i	-0.2
C=Cn1cc[n+](CC(=O)c2ccc(-c3ccccc3)cc2)c1	-2	i	-1.1
CC(SC1CCCC1)C(=O)NC(C)(C#N)C(C)C (stereo not given)	7	i	-0.7
COc1ncccc1C(=O)N1CCCC(C(=O)c2cc(F)ccc2F)C1 (stereo not given)	11	i	-1.0
Cc1c(Cl)cccc1Nc1nc(N)nc(CN2CCCCCC2)n1	19	i	-0.5
N#Cc1ccccc1Sc1ccccc1C(=O)OCC(=O)NC12CC3CC(CC(C3)C1)C2	23	i	-1.9
c1ccc(Nc2c3c(nc4ncnn24)CCC3)cc1	5	i	-0.5
C[C@H](NC(=O)c1ccc(C(C)(C)C)cc1)C(=O)N1CCOCC1	0	.	-1.4
O=C(Cc1nnc(NC(=O)c2ccccc2)s1)N/N=C\c1ccc(O)c(O)c1	3	i	-1.3
COc1ccc(C=O)cc1OS(=O)(=O)c1ccc(NC(C)=O)cc1	6	i	0.2
O=C(CCNS(=O)(=O)c1cccc2nsnc12)NCCc1ccccc1	49	i	0.4
Cc1cc(C)cc(NC(=O)CCC(=O)Nc2nnc(C(C)C)s2)c1	15	i	1.6
COc1ccc(OCC(=O)OCC(=O)NCC2CCCCC2)cc1	3	.	-0.8
COCC(=O)Nc1cc(OC)cc(OC)c1	7	i	-3.8
CC(=O)Nc1ccc(NC(=O)CSc2ccc3nnc(CCNS(=O)(=O)c4ccc(C)cc4)n3n2)cc1	21	i	0.6
C=C(C)CN(CC)C(=O)Cn1cnc2c(oc3ccccc32)c1=O	.	i	0.4
CS(=O)(=O)N1CCN(c2nc3ccc(Cl)cc3s2)CC1	8	i	-1.5
Cc1cc(C(=O)N2CCN(c3ccccn3)CC2)c(C)o1	5	i	-2.0
CCOC(=O)Cn1c(=O)oc2cc(S(=O)(=O)NC3CCCc4ccccc43)ccc21 (stereo not given)	8	i	-0.6
COc1ccc(C(=O)Nc2ccccc2C(=O)N2CCOCC2)cc1Br	15	i	-2.0
CC(=O)Nc1cccc(-c2cnc3ccccc3n2)c1	58	i	3.9
O=C(O)c1ccccc1NS(=O)(=O)c1ccc2ccccc2c1	4	i	-0.9
COc1ccc(CNc2nc3c(c(=O)[nH]c(=O)n3C)n2CCCc2ccccc2)cc1	9	i	-1.3
Cc1ccc(C)c(NC(=S)N2C3CCCC2CC(NC(=O)C2CC2)C3)c1 (stereo not given)	17	i	-0.4
CC(C)Cc1nnc(NC(=O)Nc2ccccc2)s1	3	i	1.9
Cc1ccc(/C=C/c2nnc(-c3ccc(C)cc3)o2)cc1	9	i	4.9
CNC(=S)N1N=C(c2ccc(C)cc2)CC1c1ccc(OC)cc1 (stereo not given)	10	i	-1.8
O=C(CSc1nnc2ccc(-c3ccc(Br)cc3)nn12)NCC1CCCO1 (stereo not given)	33	i	0.2
CC(=O)Nc1ccc(C(=O)CSc2nnc(-c3ccc(O)cc3)n2CC2CCCO2)cc1 (stereo not given)	5	i	0.0
CC(CCc1ccccc1)NC(=O)COC(=O)c1ccc([N+](=O)[O-])cc1 (stereo not given)	13	i	0.3
Cc1cc(C)cc(NC(=S)NCC2CCCO2)c1 (stereo not given)	32	i	-3.4

Arranged by molecular weight (low to high): some entries from above.
canonical_smiles	OX1R FRET antag	KCNQ2 block	STK33 inh
CC(=O)Nc1cccc(-c2cnc3ccccc3n2)c1	58	i	3.9
Cc1cc(C)cc(NC(=S)NCC2CCCO2)c1 (stereo not given)	32	i	-3.4
CC(C)Cc1nnc(NC(=O)Nc2ccccc2)s1	3	i	1.9
Cc1cc(C(=O)N2CCN(c3ccccn3)CC2)c(C)o1	5	i	-2.0
C=C(C)CN(CC)C(=O)Cn1cnc2c(oc3ccccc32)c1=O	.	i	0.4
O=C(O)c1ccccc1NS(=O)(=O)c1ccc2ccccc2c1	4	i	-0.9
CNC(=S)N1N=C(c2ccc(C)cc2)CC1c1ccc(OC)cc1 (stereo not given)	10	i	-1.8
CC(CCc1ccccc1)NC(=O)COC(=O)c1ccc([N+](=O)[O-])cc1 (stereo not given)	13	i	0.3
Cc1ccc(C)c(NC(=S)N2C3CCCC2CC(NC(=O)C2CC2)C3)c1 (stereo not given)	17	i	-0.4
COc1ccc(CNc2nc3c(c(=O)[nH]c(=O)n3C)n2CCCc2ccccc2)cc1	9	i	-1.3
CCOC(=O)Cn1c(=O)oc2cc(S(=O)(=O)NC3CCCc4ccccc43)ccc21 (stereo not given)	8	i	-0.6
O=C(CSc1nnc2ccc(-c3ccc(Br)cc3)nn12)NCC1CCCO1 (stereo not given)	33	i	0.2
CC(=O)Nc1ccc(C(=O)CSc2nnc(-c3ccc(O)cc3)n2CC2CCCO2)cc1 (stereo not given)	5	i	0.0

Additional results.
canonical_smiles	OX1R FRET antag	KCNQ2 block	STK33 inh
CCOC(=O)C1=C(N)N2C(=O)CSC2=C(C(=O)OC)C1	30	i	0.5
O=C(NNc1cccc(Cl)n1)C1CC1	22	i	-0.8
Cc1ccc(S(=O)(=O)CCC(=O)NCCN2C(=O)S/C(=C/c3ccc(F)cc3)C2=O)cc1	37	i	0.7
Cc1ncc(CN2CCN(CCc3ccccc3)C(CCO)C2)s1 (stereo not given)	19	i	-0.6
Cc1cccc(S(=O)(=O)c2c(N)n(/N=C/c3ccco3)c3nc4ccccc4nc23)c1	9	i	-1.4
Cc1cc(NC(=O)c2ccccc2F)n(C(C)(C)C)n1	4	i	-0.7
O=C1CCCN1CCC12CC3CC(CC(C3)C1)C2	6	i	-0.1
N#Cc1nc(COc2cccc(Cl)c2)oc1N1CCCC1	7	i	-1.9
O=C(CC(Cc1ccccc1)C(=O)O)Nc1ccc(F)cc1 (stereo not given)	34	i	-0.4
COc1cccc(CNC(=O)Cn2c(=O)oc3ccccc32)c1OC	14	i	-0.8
CCOC(=O)[C@H]1[C@H]2COc3ccc(Br)cc3[C@@H]2N2C(=O)CN(Cc3ccc(Cl)cc3)C(=O)[C@@]12C	11	.	-0.2
CSc1nc2ccccc2cc1/C=C(\C#N)c1cccc(C)c1	5	i	-0.5
CCc1ccc2nc(N(CCCN(C)C)C(=O)c3ccc(C(=O)c4ccccc4)cc3)sc2c1	14	i	-0.3
CN(Cc1ccccc1)c1nc2c(c(=O)[nH]c(=O)n2C)n1CCSc1nc2ccccc2[nH]1	20	i	-0.1
COc1ccc(N2CCN(C(=O)C3Cc4ccccc4CN3C(=O)c3ccco3)CC2)cc1 (stereo not given)	-1	.	-1.6
CCN(C(=O)COc1cccc(-n2cnnn2)c1)C1CCS(=O)(=O)C1 (stereo not given)	3	.	-0.3

New compounds follow
| SMILES | OX1R FRET antag | KCNQ2 block | STK33 inh |
| --- | --- | --- | --- |
| Cc1c(C(=O)NCc2c(F)cc(F)cc2F)oc2ccc(S(=O)(=O)N3CCOCC3)cc12 | 5 | i | -0.9 |
| Nc1c(C(=O)c2cccs2)sc2nsc(SCCN3CCCCC3)c12 | 12 | i | 1.3 |
| CCOC(=O)C1C2C=CC3(CN(c4ccccc4CC)C(=O)C13)O2 (stereo not given) | 11 | i | -1.5 |
| CCOC(=O)CSC1=Nc2ccccc2C2=NC(CC(=O)NCc3ccc4c(c3)OCO4)C(=O)N12 (stereo not given) | 4 | . | -0.5 |
| Fc1ccc(-n2nnc(-c3ncc[nH]3)n2)cc1 | 32 | i | -1.8 |
| Cc1ccc2nsnc2c1S(=O)(=O)N1CCN(C)CC1 | 39 | i | -0.1 |
| Cc1cccc2nc(CSc3nc4ccc([N+](=O)[O-])cc4[nH]3)c(Br)n12 | 51 | i | -1.6 |
| NC(=O)c1cnn(-c2cccc(Cl)c2)c1N | 9 | i | -1.1 |
| O=Cc1ccc(-c2cccc(C(=O)O)c2)o1 | 44 | i | -0.3 |
| O=C(CN(Cc1ccc(F)cc1)C(=O)CCC(=O)Nc1nccs1)NCc1ccc(F)cc1 | 8 | i | -1.6 |
| Cc1ccc(C(=O)CCC(=O)OCC(=O)NNC(=O)c2ccc([N+](=O)[O-])cc2)cc1 | 23 | . | 0.3 |
| CCOc1c(CNCc2ccc(C(=O)O)cc2)cccc1OC | 12 | i | -1.4 |
| Cc1cccc(N=Nc2c(N)n[nH]c2N)c1 | 2 | i | -0.1 |
| O=C(CCCC(=O)c1ccc(F)cc1)c1ccc(F)cc1 | 11 | i | 0.5 |
| Cc1cc(C)c2c(-c3ccc(F)cc3)c(C#N)c(=O)n(C)c2n1 | 25 | i | -2.2 |
| O=C(c1cc(-c2ccc(Br)cc2)nc2ccccc12)N1CCC1 | 13 | -6.4* | -0.9 |
| COC(=O)c1c(NC(=O)CSc2nc3ccccc3c(=O)n2Cc2ccco2)sc(C)c1C | 15 | i | 3.4 |
| Cc1nc2c(o1)CCc1ccccc1C2O (stereo not given) | 11 | i | -0.5 |
| CCOc1ccccc1NC(=S)NCc1cccn1C | 11 | i | 0.0 |
| O=C(CSc1ccccn1)Nc1nc2ccccc2s1 | 14 | i | -0.9 |
| CN1CCN(C(=O)C2=C[C@H](c3ccccc3)C[C@H](OCc3ccc(CO)cc3)O2)CC1 | 15 | i | -1.6 |
| Cc1cc(-c2n[nH]c(=S)n2/N=C/c2ccc(Br)s2)n[nH]1 | 42 | i | 9.4 |
| CSc1nc(NC(C)(C)C)nc(Oc2ccc(=O)[nH]n2)n1 | 2 | i | -0.2 |
| Cc1n[nH]c(=O)c2c(NC(=O)COC(=O)/C=C/c3cccc(C(F)(F)F)c3)oc(C)c12 | 20 | i | 1.4 |

Next part, starting with the last 2 of the part before.
| SMILES | OX1R FRET antag | KCNQ2 block | STK33 inh |
| --- | --- | --- | --- |
| CSc1nc(NC(C)(C)C)nc(Oc2ccc(=O)[nH]n2)n1 | 2 | i | -0.2 |
| Cc1n[nH]c(=O)c2c(NC(=O)COC(=O)/C=C/c3cccc(C(F)(F)F)c3)oc(C)c12 | 20 | i | 1.4 |
| COc1ccccc1NC(=O)CSc1nc(O)cc(=O)n1-c1ccccc1OC | 4 | i | -0.3 |
| COc1ccc2ccccc2c1/C=N/O | 7 | i | 2.3 |
| CCC(=O)c1ccccc1OCCCn1cncn1 | 11 | i | -1.9 |
| COC(=O)c1ccc(C)c(NC(=O)C(CCSC)NC(=O)c2cc(OC)c(OC)c(OC)c2)c1 (stereo not given) | 7 | i | -1.0 |
| COCCCn1c(SCC(=O)N2CCc3ccccc32)nnc1-c1ccco1 | 10 | i | -0.9 |
| CN(C)C(=O)NC1CCCCCCCCCCC1 | 0 | i | -0.7 |
| COc1ccccc1NS(=O)(=O)c1cc(NC(=O)Nc2ccc(Cl)cc2Cl)ccc1N1CCCCC1 | 34 | i | -0.8 |
| C=CCOc1c(Br)cc(CNc2ccc(NC(=O)C(C)C)c(OC)c2)cc1OC | 14 | i | -1.5 |
| CCCn1c(SCC(=O)NCCc2ccccc2)nnc1C(C)C | 6 | i | 0.8 |
| COc1ccc(N/N=C(/C#N)S(=O)(=O)C(C)(C)C)cc1 | 11 | i | -0.3 |
| Cc1cccc(OCCSc2nncn2C)c1 | 14 | i | -2.2 |
| O=S(=O)(c1ccc2c(c1)OCCO2)N1CCN(S(=O)(=O)c2ccccn2)CC1 | 4 | . | 1.4 |
| CC(C)Oc1ccc(CCNC(=O)C2CCC(=O)N(C3CCCCCC3)C2)cc1 (stereo not given) | 13 | i | 1.4 |
| COCCCNC(=O)COc1ccc2oc3c(c2c1)CCCC3 | 12 | i | -0.7 |
| COC(=O)[C@]1(C)N[C@H](CN(C)C(=O)Nc2ccc(F)cc2)[C@@H]2C(=O)N(C)C(=O)[C@@H]21 | 1 | . | -0.8 |
| O=C(CSc1ccccn1)Nc1nc2c(ccc3ccccc32)s1 | 36 | i | 0.0 |
| O=C(Oc1ccc(N(Cc2cccs2)C2=NS(=O)(=O)c3ccccc32)cc1)c1ccccc1 | 11 | i | -0.1 |
| Cc1ccc(OCC(=O)NC2CCCCCC2)cc1C | 18 | i | 0.2 |
| O=C(NCC1(c2ccccc2)CCCC1)C(=O)N1CCOCC1 | 11 | i | -1.7 |
| CCC(=O)Nc1ccc(C(=O)NNC(=O)c2cccc(C)c2)cc1 | 1 | i | -0.3 |

Source: PubChem BioAssay (several laboratories)
